# Screens from PubChem BioAssay.
# hiPSC survival – enhancers of single-cell hiPSC survival, primary screen, ATPlite luminescence; 100% = ROCK inhibitor wells, 0% = DMSO; survival enhancement, % at 20 µM; actives 0.044% (n = 360,000); AID 602274, 2012; in the data active means survival enhancement above about 18%;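 further: cells exposed to compounds for 16 hours before the ATP read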
# Peg3 prom inh – Peg3 promoter-driven luciferase inhibitors, primary screen, cell-based, HeLa, luciferase luminescence; AID 588405, 2011; actives 1.7% (n = 360,000); HeLa PEG-Prom luciferase reporter, overnight; inhibition, % at 20 µM;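 active means inhibition of at least 50% at 20 µM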
# NR2E3 ag-1 – inhibitors of NR2E3-RetCOR corepressor binding, primary screen, NR2E3 agonist project, biochemical, TR-FRET, GST-NR2E3, biotin-RetCOR; Photoreceptor-specific nuclear receptor (Homo sapiens), Q9Y5X4; 1536-well; inhibition of corepressor binding, % at 4.78 µM; actives 0.12% (n = 320,000); AID 2300, 2010;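 active means percent inhibition above the cutoff of mean plus 3 SD of all tested compounds, set per screening campaign, cut at about 20% in these data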;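 further: 0% = DMSO wells and 100% = biotin wells as full block of FRET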
# Target sequence (Q9Y5X4 whole entry, looked up): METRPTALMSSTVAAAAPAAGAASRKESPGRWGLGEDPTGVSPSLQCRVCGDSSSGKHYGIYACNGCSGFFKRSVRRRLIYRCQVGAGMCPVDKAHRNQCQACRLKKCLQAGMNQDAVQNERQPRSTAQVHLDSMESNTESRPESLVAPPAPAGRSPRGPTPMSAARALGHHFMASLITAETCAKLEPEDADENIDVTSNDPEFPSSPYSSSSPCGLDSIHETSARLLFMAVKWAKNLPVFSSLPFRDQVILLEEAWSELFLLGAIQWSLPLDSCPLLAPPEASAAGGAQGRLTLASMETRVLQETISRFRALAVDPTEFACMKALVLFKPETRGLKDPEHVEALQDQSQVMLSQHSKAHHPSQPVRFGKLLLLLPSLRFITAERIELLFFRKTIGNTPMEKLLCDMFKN
#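 Test system: GST-NR2E3 and biotin-RetCOR proteins | Quantity: 1.35 nM GST-tagged NR2E3 final | Medium: Tris pH 7.5 | Also added: 7 nM biotin-RetCOR | Dosing: Compound at 4.8 µM, single dose | Timing: 5 h at 4 °C | Detection: Time-resolved FRET | Read-out basis: Percent inhibition | Benchmarks: Biotin wells as high control, 0.6% DMSO wells as low control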
# PDI turbidity – inhibitors of human PDI, primary screen, biochemical, turbidity, single point, plate reader; AID 588391, 2011; inhibition, % at 10 µM; actives 0.052% (n = 350,000); PDI insulin aggregation turbidity, A650, 90 min;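 active means mean inhibition across replicates of 30% or more, whatever share of single replicates reach that level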;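 further: absorbance from insulin aggregation driven by PDI reduction with DTT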
# NR2E3 ag-2 – NR2E3 agonists in two-hybrid cells, primary screen, cell-based, luminescence, CHO-S, Gal4-NCOR/VP16-NR2E3; Photoreceptor-specific nuclear receptor (Homo sapiens), Q9Y5X4; actives 0.35% (n = 360,000); AID 602229, 2012; inhibition of corepressor binding, % at 3.98 µM; luciferase;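 active means inhibition above the mean of all tested compounds plus 3 SD, cut at about 70% in these data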;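 further: 0% = DMSO with NR2E3 transfected cells and 100% = cells lacking NR2E3 construct; higher means lower luciferase signal from less NR2E3 corepressor binding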
# HTR2A ag – mouse Htr2a agonists via beta-arrestin recruitment, primary screen, cell-based, luminescence. 5-hydroxytryptamine receptor 2A (Mus musculus), P35363. CHO-K1 mHTR2A beta-arrestin complementation; percent of 30 µM serotonin response. activation, % at 7.6 µM. actives 0.66% (n = 360,000). AID 624169, 2012;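 active means activation above a run cutoff, the mean activation of all tested compounds plus 3 SD, cut at about 14% in these data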;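 further: 0% = plate median of compound wells and 100% = 30 µM serotonin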
# Target sequence (P35363 whole entry, looked up): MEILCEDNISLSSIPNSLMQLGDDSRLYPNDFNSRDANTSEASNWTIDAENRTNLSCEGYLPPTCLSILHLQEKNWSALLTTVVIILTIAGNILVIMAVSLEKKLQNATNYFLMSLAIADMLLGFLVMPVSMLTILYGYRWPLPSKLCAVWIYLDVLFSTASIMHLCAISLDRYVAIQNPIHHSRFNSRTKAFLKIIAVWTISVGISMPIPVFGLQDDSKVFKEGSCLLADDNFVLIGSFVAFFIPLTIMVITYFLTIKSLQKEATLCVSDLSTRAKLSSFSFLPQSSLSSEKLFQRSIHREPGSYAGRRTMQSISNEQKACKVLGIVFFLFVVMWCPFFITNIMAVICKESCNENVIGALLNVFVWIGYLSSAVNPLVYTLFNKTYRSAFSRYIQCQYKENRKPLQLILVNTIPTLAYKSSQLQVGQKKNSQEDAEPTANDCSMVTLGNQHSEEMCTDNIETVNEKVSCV
# TRPM1 prom inh – inhibitors of MITF-dependent TRPM1 promoter reporter, primary screen, cell-based, SK-MEL-5, single point, luciferase; SK-MEL-5 TRPM1 promoter luciferase, 24 h; inhibition, % at 12.5 µM; actives 0.83% (n = 330,000);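 active means mean inhibition across replicates of 60% or more, whatever share of single replicates reaches that level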; further: values of inactives mirror those of a sister screen read the other way
# Shn3 3UTR inh – reduction of Shn3 3'UTR firefly luciferase signal, primary screen, Schnurri-3 inhibitor project, cell-based, Clone20 osteoblasts, set 2 | Clone20 osteoblast Shn3 3'UTR firefly luciferase, 24 h | inhibition, % at 12.5 µM | actives 0.52% (n = 360,000) | AID 588674, 2011;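 active means mean inhibition of at least 75% with every replicate also reaching 75%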;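 further: 0% = median of neutral control wells and 100% = pilot-screen positive control compound; some compounds past the cut are filed as inactive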
# HIF-2a block – HIF-2a reporter inhibitors, primary screen, luminescence, 786-0 RCC cells; 786-0 RCC cells HIF-2a reporter, luciferase luminescence, overnight; inhibition, % at 18.8 µM; actives 0.72% (n = 360,000); AID 624352, 2012;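 active means inhibition of the luminescence signal of 40% or more relative to plate controls, in a single-dose primary screen at 18.75 µM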
# H9c2 protect – cardioprotection against H2O2-induced cell death, primary screen, uHTS, H9c2 cells, ATPLite luminescence | AID 588492, 2011 | protection from H2O2 cell death, % at 20 µM | H9c2 cardiomyocytes, H2O2 injury protection, 2 h | actives 0.63% (n = 360,000);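 active means compounds giving at least 50% protection of heart cells from peroxide-induced death in the single-dose screen, raw or plate-pattern-corrected value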;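 further: 0% = DMSO wells with peroxide and 100% = DMSO wells without peroxide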
# CaV13 FRET inh – Disruptors of the CACNA1D IQ motif to Ca2+-dependent inactivation inhibitor domain association, primary screening, Förster resonance energy transfer in intact living … | AID 743397 | inhibition, % at 12.3 µM | HEK cells, CFP/YFP FRET ICDI-IQ, plate reader, 10 min; percent FRET-ratio fall versus neutral wells | actives 0.098% (n = 340,000);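 active means mean replicate inhibition of at least 30% and at least 1% of replicates passing that level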;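 further: 0% = median of the neutral control wells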
# Active calls of the source: *; nt = no result given.
SMILES,hiPSC survival,Peg3 prom inh,NR2E3 ag-1,PDI turbidity,NR2E3 ag-2,HTR2A ag,TRPM1 prom inh,Shn3 3UTR inh,HIF-2a block,H9c2 protect,CaV13 FRET inh
Cn1c(CSCc2ccc(F)cc2)n[nH]c1=S,-0.1,4.2,nt,11.8,-11.3,4.1,-10.1,-1.6,15.6,-2.7,-1.9
Cc1cc2c(cc1S(=O)(=O)CCC(=O)NCCc1ccccc1)OCC(=O)N2,3.3,-2.9,5.6,nt,1.8,-5.1,6.1,3.3,8.3,1.2,0.0
COc1ccc(CNS(=O)(=O)c2ccc(S(=O)(=O)N3CCCCC3)cc2)cc1,0.2,1.7,-2.0,-6.2,-11.1,-2.7,1.8,-2.8,-5.6,-11.0,-10.1
N#Cc1ccsc1NC(=O)c1ccc2ncsc2c1,-1.0,-164.8,nt,6.3,-221.2,0.0,nt,-72.5,-180.1,2.2,-16.4
Cc1cc2ccccn2c1C(=O)c1ccncc1,-1.0,0.7,3.5,-1.9,-0.7,1.4,-0.6,-22.3,3.8,5.2,-5.1
O=C1OC(Nc2cc(Br)cc3cccnc23)c2ccccc21 (stereo unspecified),-0.4,12.5,9.6,0.4,-8.4,2.4,32.6,-4.6,5.1,-13.3,-5.1
Cc1cccc(NC(=O)CCCc2ccccc2)c1,-0.3,-273.7,-2.6,7.9,-18.3,0.4,-73.5,-30.5,-243.1,0.1,-0.1
Cc1ccc(Nc2nc(CSc3nnc(-c4ccncc4)n3C)cs2)cc1,-3.9,-93.8,2.5,7.1,-136.3,3.6,-57.4,-52.6,-108.3,-13.5,-5.1
Cc1ccc(C(c2sc3nc(C)nn3c2O)N2CCN(c3ccccc3)CC2)cc1 (stereo unspecified),4.6,5.0,1.7,0.5,22.4,1.5,1.7,2.9,16.9,-13.2,-5.2
CCc1ccc(CN(C)C(=O)c2cc(COc3ccc(-n4cncn4)cc3)on2)cc1,-0.3,-46.9,1.6,9.2,80.4*,-3.0,-4.3,36.6,-51.3,-15.1,-7.3
C/C(CC(=O)Nc1cccc(Cl)c1C)=N\NC(=O)Cc1csc(N)n1,1.2,-3.5,-0.8,0.5,-22.5,0.0,2.7,-7.6,15.2,-1.2,-15.3
CC(C)(C)NC(=O)CSc1nnc(NC(=O)CCc2ccccc2)s1,-0.3,4.8,0.1,8.2,1.1,2.3,-0.5,-7.2,10.3,8.0,-3.4
C[C@@H]1CN([C@H](C)CO)C(=O)CCCn2cc(nn2)CO[C@H]1CN(C)C(=O)c1ccncc1,-1.6,3.6,nt,nt,16.4,2.0,nt,-3.5,0.5,-2.2,nt
CCOC(=O)C1CCN(CC(O)COCc2cccs2)CC1 (stereo unspecified),1.3,-6.1,1.6,9.4,-14.4,-0.8,-7.9,-15.9,9.5,2.5,11.5
COc1ccc(CNC(=O)N2CCN(c3ccc(F)cc3)CC2)cc1,-0.4,13.2,0.7,-5.9,-2.6,-5.4,-8.0,11.5,17.7,-0.6,-18.6
CC(NC(=O)Cc1ccccc1)c1ccc(F)cc1 (stereo unspecified),-2.3,-3.9,1.9,0.4,7.7,0.1,9.0,-36.1,5.3,-5.6,-2.1
Cc1ccccc1N1OC2C(=O)N(c3ccc(F)cc3)C(=O)C2C1c1ccccn1 (stereo unspecified),3.9,-4.0,-0.4,-6.4,-18.1,-2.7,-5.6,-16.4,14.7,5.3,nt
CCN(CC)CCCn1c2c(c(SCC(=O)Nc3nccs3)nc1=O)CCC2,-0.2,-10.8,0.8,3.5,-11.0,6.5,-0.6,-11.4,14.2,1.2,-3.1
O=C(COc1ccccc1Cl)NC(=S)N1CCc2ccccc21,-1.1,-44.8,2.2,-8.1,-35.5,-4.3,-11.4,-15.3,-177.1,-2.8,-6.6
COc1cc2c(cc1OC)CN1CCc3cc(OC)c(OC)cc3C1C2 (stereo unspecified),-1.1,8.2,nt,nt,-14.7,1.2,nt,15.2,5.2,-0.7,nt
CC1CC2=C(CC1/C=N/NC(N)=S)C(C)(C)CCC2 (stereo unspecified),-2.9,11.4,1.3,-5.9,-3.9,-0.6,1.0,34.9,-9.8,-15.8,-6.4
O=C(c1ccc(Cl)cc1)[C@@H]1[C@@H]2C(=O)N(c3ccc(Cl)cc3)C(=O)[C@@H]2C2c3ccccc3C=NN21 (stereo partly specified),1.3,8.2,3.7,-4.7,3.3,-0.1,-3.4,13.7,5.2,-3.8,-3.0

# An excerpt from above in order of heavy-atom count, ascending.
SMILES,hiPSC survival,Peg3 prom inh,NR2E3 ag-1,PDI turbidity,NR2E3 ag-2,HTR2A ag,TRPM1 prom inh,Shn3 3UTR inh,HIF-2a block,H9c2 protect,CaV13 FRET inh
C/C(CC(=O)Nc1cccc(Cl)c1C)=N\NC(=O)Cc1csc(N)n1,1.2,-3.5,-0.8,0.5,-22.5,0.0,2.7,-7.6,15.2,-1.2,-15.3
COc1ccc(CNS(=O)(=O)c2ccc(S(=O)(=O)N3CCCCC3)cc2)cc1,0.2,1.7,-2.0,-6.2,-11.1,-2.7,1.8,-2.8,-5.6,-11.0,-10.1
O=C(c1ccc(Cl)cc1)[C@@H]1[C@@H]2C(=O)N(c3ccc(Cl)cc3)C(=O)[C@@H]2C2c3ccccc3C=NN21 (stereo partly specified),1.3,8.2,3.7,-4.7,3.3,-0.1,-3.4,13.7,5.2,-3.8,-3.0

# Pulled by structure from above, four records:
SMILES,hiPSC survival,Peg3 prom inh,NR2E3 ag-1,PDI turbidity,NR2E3 ag-2,HTR2A ag,TRPM1 prom inh,Shn3 3UTR inh,HIF-2a block,H9c2 protect,CaV13 FRET inh
C[C@@H]1CN([C@H](C)CO)C(=O)CCCn2cc(nn2)CO[C@H]1CN(C)C(=O)c1ccncc1,-1.6,3.6,nt,nt,16.4,2.0,nt,-3.5,0.5,-2.2,nt
Cc1ccc(C(c2sc3nc(C)nn3c2O)N2CCN(c3ccccc3)CC2)cc1 (stereo unspecified),4.6,5.0,1.7,0.5,22.4,1.5,1.7,2.9,16.9,-13.2,-5.2
CC(NC(=O)Cc1ccccc1)c1ccc(F)cc1 (stereo unspecified),-2.3,-3.9,1.9,0.4,7.7,0.1,9.0,-36.1,5.3,-5.6,-2.1
COc1ccc(CNC(=O)N2CCN(c3ccc(F)cc3)CC2)cc1,-0.4,13.2,0.7,-5.9,-2.6,-5.4,-8.0,11.5,17.7,-0.6,-18.6

# Part of the list above in another layout:
# Below each SMILES: hiPSC survival | Peg3 prom inh | NR2E3 ag-1 | PDI turbidity | NR2E3 ag-2 | HTR2A ag | TRPM1 prom inh | Shn3 3UTR inh | HIF-2a block | H9c2 protect | CaV13 FRET inh
> COc1ccc(CNS(=O)(=O)c2ccc(S(=O)(=O)N3CCCCC3)cc2)cc1
    0.2 | 1.7 | -2.0 | -6.2 | -11.1 | -2.7 | 1.8 | -2.8 | -5.6 | -11.0 | -10.1
> Cc1ccc(Nc2nc(CSc3nnc(-c4ccncc4)n3C)cs2)cc1
    -3.9 | -93.8 | 2.5 | 7.1 | -136.3 | 3.6 | -57.4 | -52.6 | -108.3 | -13.5 | -5.1
> C/C(CC(=O)Nc1cccc(Cl)c1C)=N\NC(=O)Cc1csc(N)n1
    1.2 | -3.5 | -0.8 | 0.5 | -22.5 | 0.0 | 2.7 | -7.6 | 15.2 | -1.2 | -15.3

# No enrichment for hits. About 3.9% of those tested had a hit in this group.
